Screening results deposited in PubChem BioAssay by National Center for Advancing Translational Sciences (NCATS).
Akt phos inh = HTS Assay for Inhibitors of Akt Phophorylation: Primary Screen; 0.32% of 360,000 active; Neuro2A IGF-stimulated pAkt S473 HTRF, 20 min; stronger effect = lower value; activity change, % for hits at 50 µM; AID 651550, 2012; in the data active = activity change below about -80%; inconclusive = mostly about -51% to -80%; note: % is set by controls: 0 for no effect and ±100 for the full control effect
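Neuro2A cells in DMEM with 0.5% FBS, overnight at 37 deg C, given compound at single 50 µM final, then IGF (6 nM final) for 20 min at 37 deg C. Lysed; phospho-Akt Ser473 by HTRF after 24 h, 665/615 ratio.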
HepG2 tox = qHTS for Inhibitors of TGF-b: Cytotox Counterscreen; HepG2 CAGA-GFP viability, ATP luminescence, 18 h; Potency, µM (doses to about 46.1 µM), inactives show top-dose activity change, negative = cytotoxicity, actives largely listed as cytotoxic; 0.76% of 410,000 active; note: potency is the fitted concentration of half-maximal effect; some results filed as inactive show a strong effect at the top dose
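CellTiter-Glo luminescence gave cytotoxicity after 18 hours at 37 degrees C. The cells were HepG2 CAGA-GFP in 1% FBS DMEM, stimulated with 500 pg/mL TGF-beta after compound addition. %Activity was normalised to no-cell wells (complete cell-killing) and DMSO (no toxicity), and curves were fitted and classified.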
Nrf2 ARE act = qHTS of Nrf2 Activators. AREc32 ARE-luciferase reporter (MCF7-derived line), luminescence, 24 h. 0.31% of 410,000 active. AID 624171, 2012. Potency, µM (highest dose often 46.1 µM), inactives show top-dose activation, most hits filed as activators; note: potency is the fitted concentration of half-maximal effect; % of control where 0% means no effect; nearly all actives have a fitted effect of over 65% in size
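Steps: seed AREc32_Fluc cells (1000/well, 5% FBS OPTI-MEM); incubate overnight at 37 deg C; add 23 nL compound; incubate 24 hr; add Steady-Glo; hold 30 min RT; read luminescence.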
Nrf2 block = Nrf2 qHTS screen for inhibitors. 2.1% of 360,000 active. A549 ARE-Fluc reporter, luciferase luminescence, 18-24 h. AID 504444, 2011. Potency, µM (titrated, usually from 46 µM), for inactives: at the highest dose activity change, negative = inhibition, usual class: inhibitors; note: potency is the fitted concentration of half-maximal effect; % is set by controls: 0 for no effect and ±100 for the full control effect; nearly all actives have a fitted effect of over 60% in size
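Cells were seeded and rested 2 h, then exposed to compounds for 18-24 h. CellTiter-Fluor was read first as a viability measure. BugLite was added 15 min before the final luminescent read of ARE-luciferase activity in A549 cells.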
A549 tox = Nrf2 qHTS screen for inhibitors: counterscreen for cytotoxicity | A549 ARE-Fluc cells, CellTiter-Fluor viability, 18-24 h | Potency, µM (series often up to 46 µM), inactives show at the highest dose activity change, negative = cytotoxicity, actives largely listed as inhibitors | 0.16% of 390,000 active; note: potency is the fitted concentration of half-maximal effect; % is set by controls: 0 for no effect and ±100 for the full control effect
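A549 ARE_Fluc cells in 5% FBS OPTI-MEM were exposed to compounds in concentration-response for 18-24 h at 37 deg C. Viability was read by CellTiter-Fluor fluorescence (Ex 405/Em 525) after 30 min, before the luciferase read.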
TGFb inhibitor = qHTS for Inhibitors of TGF-b | HepG2 CAGA-GFP TGF-b/SMAD3 reporter, GFP fluorescence, 18 h; TGF-beta stimulated, 500 pg/mL final | 1.2% of 410,000 active | Potency, µM (series often up to 46.1 µM), for the others: top-dose activity, negative = inhibition, usual class: inhibitors; note: potency is the fitted concentration of half-maximal effect; % is set by controls: 0 for no effect and ±100 for the full control effect; nearly all actives have a fitted effect of over 65% in size
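First, reporter cells (HEPG2 CAGA-GFP) rested 2 h at 37 degrees C. Next, compounds were pinned in and TGF-beta added to 500 pg/mL final. After 18 h, GFP was imaged per cell and summed per well.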
CCT chaperon mod = High-Throughput Screening for Modulators of Cytosolic Chaperonin Activity; purified chaperonin ATPase assay, HTRF ADP detection, 30 min; activity change, % (test concentration not listed), hits read low; 0.3% of 360,000 active; AID 651819, 2012; in the data active = activity change below about -30%; note: % is set by controls: 0 for no effect and ±100 for the full control effect
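TRiC (40 or 20 nM final, by batch activity) in 30 mM Tris pH 7.4, 100 mM KCl, 5 mM MgCl2, 1 mM DTT was treated with compound at 76 uM single dose, then 10 uM ATP, 30 min at 37 °C. ADP was read by HTRF Transcreener.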
MmCpn inh = Inhibitors of TCP-1 ring complex (TRiC) of Methanococcus maripaludis (MmCpn): qHTS | Chaperonin Mm-Cpn (Methanococcus maripaludis) | purified Mm-Cpn ATPase, ADP Transcreener TR-FRET | Potency, µM (doses to about 76.9 µM), without a hit: at the highest dose activity, negative = inhibition, most hits filed as inhibitors | 0.031% of 330,000 active; note: potency is the fitted concentration of half-maximal effect; % is set by controls: 0 for no effect and ±100 for the full control effect; nearly all actives have a fitted effect of over 80% in size
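Quantitative HTS used 25 nM Mm-CPN and 10 uM ATP in magnesium/KCl Tris buffer, pH 7.4, with 1 mM DTT. Hydrolysis ran 30 min at 37°C; ADP was read by HTRF.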
ATXN viability = Viability Counterscreen for Primary qHTS for Inhibitors of ATXN expression. S2 cells (HEK-293 line with an ATXN2-luciferase reporter) viability, CellTiter-Fluor protease fluorescence, 24 h. Potency, µM (titrated, usually from 56.7 µM), usual class: cytotoxic. 0.49% of 400,000 active; note: potency is the fitted concentration of half-maximal effect; nearly all actives have a fitted effect of over 40% in size
* = called active by the depositor; i = inactive; ? = inconclusive; nt = no result given. Unless noted, calls come from the whole dose curve; as a rule, active = well fitted curve in the direction sought with a large enough effect; inconclusive = small, poorly fitted or top-dose-only effect, or another doubt; inactive = no such curve, though single readings can be large; an effect the other way counts as inactive or inconclusive.

SMILES | Akt phos inh | HepG2 tox | Nrf2 ARE act | Nrf2 block | A549 tox | TGFb inhibitor | CCT chaperon mod | MmCpn inh | ATXN viability
COc1ccc(-c2cn3c(C)c(C(=O)N4CCc5ccccc5C4)sc3n2)cc1 | i | -28% | 0.2% | 16µM* | -5% | -21% | 0.0 | 2% | i
CCOC(=O)C1=C(COC(=O)C(C)(C)Oc2ccc(Cl)cc2)NC(=O)NC1C (centres undefined) | i | 3% | 0.0% | -24% | -6% | -8% | -1.0 | -1% | i
O=C(Cc1ccc(NC(=O)C2CCN(C(=O)c3ccccc3)CC2)cc1)Nc1ccc(C(=O)N2CCOCC2)cc1 | i | 1% | -0.8% | 4% | -3% | 4% | 0.2 | nt | i
CC(C)c1ccc(CSc2ccc(S(=O)(=O)N3CCOCC3)cn2)cc1 | i | -2% | 3.0% | -5% | 11% | 1% | -3.2 | -1% | i
CCC1CCCCN1CCCNC(=O)c1ccc2c(=O)n(Cc3ccc(OC)cc3)c(=O)[nH]c2c1 (centres undefined) | i | -61% | 0.1% | 13% | ? | 25% | 2.5 | 0% | i
N/C(=N\OC(=O)c1ccco1)c1cccnc1 | i | 34% | 5.4% | 8% | 0% | -5% | -1.1 | 1% | i
O=C(NC(=S)NNC(=O)c1ccccc1F)c1cccnc1 | i | -5% | ? | 3% | 1% | 15% | -1.3 | -2% | i
O=C(CCN1CCc2ccccc2C1)Nc1ccc(F)c(F)c1 | i | -19% | 0.0% | ? | -7% | -15% | -2.2 | 0% | i
COc1ccc(/C=N/NC(=O)C2c3ccccc3-c3ccccc32)cc1 | i | -3% | 3.2% | -2% | -20% | -1% | -4.3 | 1% | i
COC(=O)C1=C/CCCN(C(c2ccccc2)c2ccccc2)/C=C\1C(=O)OC | i | 3% | -0.6% | nt | nt | 1% | 1.6 | nt | i
Cc1ccc(NC2CCCN(C(=O)CCC(=O)c3ccccc3)C2)cc1C (centres undefined) | i | -14% | 3.2% | 3% | 1% | 6% | 1.4 | 0% | i
O=C(NCCC1=CCCCC1)c1ccc2c(c1)ncn2-c1ccc(F)c(F)c1 | nt | -15% | 6.0% | nt | 0% | ? | nt | nt | ?
CC1(C)Oc2nc3ccccc3n2/C1=C\C#N | i | -14% | -0.2% | ? | 12% | 3% | -4.2 | 2% | i
CCc1nn(CC(=O)NCCC(C)C)c(=O)c2cc3occc3n12 | nt | 6% | 0.7% | 10% | -4% | -4% | nt | nt | i
Cc1ccc(/C=C(\C#N)c2nn(-c3ccccc3)c(N)c2C#N)cc1 | i | -2% | 6.8% | ? | -10% | ? | -0.6 | -3% | i
Cc1cccc(CCNC(=O)CCCOc2cc(=O)n(C)c3ccccc23)c1 | i | -30% | 13% | -10% | -1% | ? | -0.7 | 3% | i
CC(=O)Nc1ccc(Nc2nccc(C)n2)cc1 | i | -5% | 7.9% | nt | nt | -9% | -1.2 | nt | i
Fc1cc(F)c(C2SCCN2C(=S)Nc2cccc(C(F)(F)F)c2)c(F)c1 (centres undefined) | i | -36% | 2.3% | ? | -1% | ? | -2.9 | 0% | i
O=C(NCc1cccnc1)c1cccc(OC2CCN(Cc3ccc(CO)o3)CC2)c1 | i | -36% | -0.3% | ? | -13% | 0% | -1.3 | -20% | i
COCCNC(=O)C(=O)NCC1CCCN1S(=O)(=O)c1cccs1 (centres undefined) | i | -1% | -2.4% | nt | nt | 7% | -0.5 | nt | i
COc1ccc(Cl)cc1C=CC=NNS(=O)(=O)c1ccc(C)cc1 | i | 2% | 4.7% | -7% | 9% | -11% | -1.8 | nt | i
CCC(=O)N1CCc2cc(Br)cc(S(=O)(=O)CCC(=O)Nc3ccc(C)c(C)c3)c21 | nt | -3% | -1.3% | nt | 1% | -13% | nt | nt | nt
Cc1cccc(/C(N)=N/OC(=O)c2ccc3c(c2)OCO3)c1 | i | -3% | 3.1% | ? | -9% | -5% | 3.5 | 0% | i
COc1cc(CNCCC2CCOC(C)(C)C2)ccc1O (centres undefined) | i | -4% | -1.0% | nt | 10% | 14% | 3.0 | 0% | i
O=C(CN1C(=O)NC(Cc2c[nH]c3ccccc23)C1=O)NC1CC1 (centres undefined) | i | -3% | 0.4% | 1% | -2% | 3% | -2.4 | -1% | i
CCCNC(=O)C1CCN(S(=O)(=O)c2c(C)noc2/C=C\c2ccc(OC)cc2)CC1 | i | -2% | -0.4% | -18% | 2% | 5% | -1.5 | 1% | i
CCOCCCNC(=O)CN1CCN(S(=O)(=O)c2ccc3c(c2)CCC3)CC1 | i | -5% | -0.3% | -2% | -1% | 2% | -1.3 | -2% | nt
CC(=O)N1c2ccc(S(=O)(=O)NCCC(=O)NC3CCC(C)CC3)cc2CC1C (centres undefined) | i | 7% | 0.2% | 6% | -3% | 13% | -0.7 | -1% | i
COc1ccc2nc(NC(=O)CC3Oc4ccccc4NC3=O)sc2c1 (centres undefined) | i | -1% | 11% | 8% | -7% | 11% | -2.7 | -4% | ?
CCN(CC(=O)Nc1ccccc1C(F)(F)F)C(=O)c1cccc(N2C(=O)CCC2=O)c1 | i | 9% | -0.4% | -10% | 0% | -30% | -3.0 | 1% | i
O=S(=O)(N/N=C\c1c(F)cccc1Cl)c1ccc(Cl)cc1 | i | 0% | -0.3% | nt | -2% | 16% | 0.9 | -3% | i
CCn1ncc(/C=N\NC(=O)COc2cc(C)cc(C)c2)c1C | i | -1% | 0.0% | -3% | -8% | 0% | 0.4 | 2% | ?
O=C1CCC(C(=O)Nc2ccccc2N2CCCC2)=NN1 | i | 17% | 2.9% | 7% | 5% | -4% | -0.8 | 1% | i
c1ccc(CN2OCC3Cn4c(nc5ccccc54)C32)cc1 (centres undefined) | i | -6% | -0.5% | ? | 0% | -2% | -12 | 3% | i
O=C(O)CSc1nnc(CNc2ccc(F)cc2)n1-c1ccccc1 | i | -42% | -0.4% | 5% | 1% | -7% | -0.9 | 1% | i
CC(=O)NC(CCS(C)(=O)=O)C(=O)Nc1nc(C)cs1 (centres undefined) | i | -14% | 0.2% | 3% | 6% | -5% | 1.2 | 1% | i
COc1ccc(/C=C/C(=O)NCc2c(C)nn(C)c2C)cc1COc1ccc(Br)cc1 | i | -54% | -1.0% | ? | -25% | -19% | 0.6 | 0% | ?
CCN(CC)c1ncnc2c1[nH]c1ccccc12 | i | -21% | 6.1% | ? | -3% | -4% | -2.0 | -1% | i
COc1ccc(CN2CC(C(=O)NCCc3ccc(C)cc3)CC2=O)cc1 (centres undefined) | i | -12% | -0.5% | 16% | -4% | -6% | -1.2 | 1% | i
COc1ccccc1N1CCN(c2ccc(=O)n(CC(=O)O)n2)CC1 | nt | 5% | -0.7% | 3% | 0% | 0% | nt | nt | i
CCOc1cc(CNCc2cccs2)ccc1OCC(=O)NC(C)(C)C | i | -5% | 0.2% | 2% | 4% | 7% | 0.9 | 1% | i
CCCCn1c(N)c(N(CCOC)C(=O)c2cc(S(=O)(=O)N3CCCCC3)ccc2C)c(=O)[nH]c1=O | i | 7% | -0.5% | 2% | -2% | -8% | -2.9 | -2% | i

In the list so far, 11 contain a halogen.
SMILES | Akt phos inh | HepG2 tox | Nrf2 ARE act | Nrf2 block | A549 tox | TGFb inhibitor | CCT chaperon mod | MmCpn inh | ATXN viability
CCOC(=O)C1=C(COC(=O)C(C)(C)Oc2ccc(Cl)cc2)NC(=O)NC1C (centres undefined) | i | 3% | 0.0% | -24% | -6% | -8% | -1.0 | -1% | i
O=C(NC(=S)NNC(=O)c1ccccc1F)c1cccnc1 | i | -5% | ? | 3% | 1% | 15% | -1.3 | -2% | i
O=C(CCN1CCc2ccccc2C1)Nc1ccc(F)c(F)c1 | i | -19% | 0.0% | ? | -7% | -15% | -2.2 | 0% | i
O=C(NCCC1=CCCCC1)c1ccc2c(c1)ncn2-c1ccc(F)c(F)c1 | nt | -15% | 6.0% | nt | 0% | ? | nt | nt | ?
Fc1cc(F)c(C2SCCN2C(=S)Nc2cccc(C(F)(F)F)c2)c(F)c1 (centres undefined) | i | -36% | 2.3% | ? | -1% | ? | -2.9 | 0% | i
COc1ccc(Cl)cc1C=CC=NNS(=O)(=O)c1ccc(C)cc1 | i | 2% | 4.7% | -7% | 9% | -11% | -1.8 | nt | i
CCC(=O)N1CCc2cc(Br)cc(S(=O)(=O)CCC(=O)Nc3ccc(C)c(C)c3)c21 | nt | -3% | -1.3% | nt | 1% | -13% | nt | nt | nt
CCN(CC(=O)Nc1ccccc1C(F)(F)F)C(=O)c1cccc(N2C(=O)CCC2=O)c1 | i | 9% | -0.4% | -10% | 0% | -30% | -3.0 | 1% | i
O=S(=O)(N/N=C\c1c(F)cccc1Cl)c1ccc(Cl)cc1 | i | 0% | -0.3% | nt | -2% | 16% | 0.9 | -3% | i
O=C(O)CSc1nnc(CNc2ccc(F)cc2)n1-c1ccccc1 | i | -42% | -0.4% | 5% | 1% | -7% | -0.9 | 1% | i
COc1ccc(/C=C/C(=O)NCc2c(C)nn(C)c2C)cc1COc1ccc(Br)cc1 | i | -54% | -1.0% | ? | -25% | -19% | 0.6 | 0% | ?
